# Tb PYK inh: T. brucei pyruvate kinase inhibition | Q57TT1 | TbPYK enzyme, Kinase-Glo Plus ATP luminescence, 45 min | Potency, µM (top dose mostly 76.8 µM), inactives show top-dose activity, negative = inhibition, most hits filed as inhibitors | 410,000 compounds, 0.12% hits | AID 624173; note: nearly all actives have a fitted effect of over 50% in size
#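 Luminescent Kinase-Glo Plus end-point after 45 min room-temperature reaction of T. brucei pyruvate kinase started with 130 uM ADP (final). Buffer TEA 50 mM pH 7.2 with KCl, MgCl2, BSA, Tween-20; titration-based qHTS with fitted concentration-effect curves.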
# Pf growth 48h: inhibits P. falciparum growth in the first generation, 48 h | P. falciparum luciferase growth in erythrocytes, 48 h | Potency, µM (highest dose often 28.7 µM), without a hit: at the top dose activity change, negative = inhibition, hits mostly inhibitors | 310,000 compounds, 5.9% hits | AID 504832
#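 In quantitative HTS format, infected erythrocytes bearing luciferase-reporter parasites were treated for a single generation at 37 C. Luminescence after adding detection reagent served as the growth measure.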
# HCV inh: HCV inhibition; Huh7.5.1 HCVcc-Cre infection, luciferase reporter, 44 h; Potency, µM (top dose mostly 41.8 µM), for inactives: top-dose activity change, negative = inhibition, usual class: inhibitors; AID 651820; 340,000 compounds, 3.4% hits
#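 Compounds are dispensed onto cells plated 4 h earlier at 1,000 per well, with HCVcc-Cre virus (about 0.5 moi) added next. Following 44 h of culture, luminescent signal is measured for 15 sec after 15 min with substrate at room temperature.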
# Pf growth 96h: P. falciparum growth inhibition at 96 hours; Potency, µM (series often up to 28.7 µM), for inactives: at the top dose activity change, negative = inhibition, usual class: inhibitors; 320,000 compounds, 6.9% hits; P. falciparum luciferase reporter growth, 96 h
#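 Compounds incubated with erythrocytes infected by luciferase-expressing P. falciparum (2% hematocrit, 0.05% parasitemia final) for 96 hours, 37 C in 5% CO2. Growth inhibition scored as decreased luciferase luminescence.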
# Sm TGR block: inhibitors of Schistosoma mansoni thioredoxin glutathione reductase. purified TGR, DTNB reduction, TNB absorbance 405 nm. Potency, µM (top dose mostly 114 µM), inactives show at the top dose activity change, negative = inhibition, usual class: inhibitors. 360,000 compounds, 3% hits. AID 485364; note: nearly all actives have a fitted effect of over 60% in size
#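 First, TGR (20 nM dispensed) and NADPH were mixed with compound. Second, a 15 min room-temperature incubation followed. Third, further NADPH and then DTNB were added to start the reaction. Finally, TNB absorbance was monitored kinetically.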
# LmPK inh: blocks Leishmania mexicana pyruvate kinase activity; Potency, µM (top dose mostly 57.5 µM), without a hit: at the top dose activity change, negative = inhibition, usual class: inhibitors; purified LmPK, Kinase-Glo ATP luminescence, 1 h; 290,000 compounds, 0.37% hits; AID 1721
# Target sequence (Q27686 whole entry, looked up): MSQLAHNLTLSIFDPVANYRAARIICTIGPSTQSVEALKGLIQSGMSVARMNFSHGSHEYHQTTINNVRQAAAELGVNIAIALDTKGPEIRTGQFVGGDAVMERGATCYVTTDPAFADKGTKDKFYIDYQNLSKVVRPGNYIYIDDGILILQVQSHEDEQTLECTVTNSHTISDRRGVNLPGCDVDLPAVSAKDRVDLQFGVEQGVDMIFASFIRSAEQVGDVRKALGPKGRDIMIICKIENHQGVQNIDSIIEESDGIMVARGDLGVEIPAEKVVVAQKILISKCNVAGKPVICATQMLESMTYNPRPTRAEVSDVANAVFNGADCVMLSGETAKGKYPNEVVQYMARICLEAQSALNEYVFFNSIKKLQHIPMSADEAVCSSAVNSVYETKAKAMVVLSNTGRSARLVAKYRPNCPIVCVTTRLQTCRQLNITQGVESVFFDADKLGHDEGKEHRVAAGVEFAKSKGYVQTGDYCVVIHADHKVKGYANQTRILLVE
#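 qHTS format; LmPK 0.1 nM; substrates PEP 0.5 mM and ADP 0.1 mM. One-hour room-temperature incubation, then coupled luciferase luminescence; 0.5 nM enzyme wells mark activation.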
# The depositor's hits bear a star; ? = inconclusive; · = no result given; [ ] = another dose, or the depositor's remark. Calls come from the whole dose curve; as a rule, active = well fitted curve in the direction sought with a large enough effect; inconclusive = small, poorly fitted or top-dose-only effect, or another doubt; inactive = no such curve, though single readings can be large; an effect the other way counts as inactive or inconclusive. % is set by controls: 0 for no effect and ±100 for the full control effect; potency is the fitted concentration of half-maximal effect.
SMILES,Tb PYK inh,Pf growth 48h,HCV inh,Pf growth 96h,Sm TGR block,LmPK inh
Nc1nnc(SCc2ccc(Cl)cc2)s1,2%,56%[activator],6%,-6%,-1%,8%
COc1ccc(-n2nc3c(N4CCC(C(=O)NCCc5ccccc5C)CC4)nnc(C)c3c2C)cc1,8%,-11%,?,-1%,1%,-3%
COc1cccc(NC(=O)N2CCOCC2)c1,-8%,20%,8%,7%,2%,-4%
CCn1nc(-c2cccs2)nc2c(=O)n(C)c(=O)nc1-2,-5%,-10%,0.56µM*,·,?,-13%
O=C(OCC(=O)N1CCCC1=O)c1nc(Cl)ccc1Cl,1%,0%,2%,-16%,-1%,·
CCN(CC)CCCNc1nc(N)c([N+](=O)[O-])c(N2CCCCCC2)n1,-3%,-6%,-1%,2.9µM*,10%,7%
O=C(COC(=O)c1ccc(O)cc1)Nc1cccc(S(=O)(=O)N2CCCCC2)c1,4%,?,?,?,-1%,4%
Cc1cccc2cc3c(N)c(C(=O)N4CCc5ccccc54)sc3nc12,1%,28%,-3%,?,-5%,2%
CCOC(=O)CCCCCN(Cc1ccccc1)S(=O)(=O)c1ccc([N+](=O)[O-])cc1,1%,1%,6%,?,4%,-1%
COc1ccc(/C=C/C(=O)Nc2ccc(S(=O)(=O)Nc3onc(C)c3C)cc2)cc1OC,0%,?,-5%,?,-23%,-3%
COC(=O)c1c(NC(=O)COC(=O)CCNS(=O)(=O)c2ccc(NC(C)=O)cc2)sc(C)c1C,-3%,21%,?,9%,-1%,·
COCCNC(=O)c1ccc(N2CC3CC(C2)c2cccc(=O)n2C3)c(NC(=O)c2cc(OC)cc(OC)c2)c1 (configuration not stated),6%,5%,14%,14%,-12%,1%
CCN(CC)Cc1cc(C(=O)O)c(C)o1,9%,41%[activator],17%,?,7%,3%
CC(=O)c1ccc(Nc2cc(C)nc3nc(C)nn23)cc1,-1%,?,-6%,?,-6%,3%
CCN1C(=O)[C@H]2[C@@H](c3ccc(C)cc3)N3C(=O)N(c4ccc(C(F)(F)F)cc4)C(=O)[C@@]3(CC(C)C)[C@H]2C1=O,-3%,?,-21%,-55%,-7%,-1%
N#Cc1c(-c2ccc(C(F)(F)F)cc2)cc(-c2ccccc2)[nH]c1=S,2%,1%,3%,?,2%,0%
Cc1cc(C(=O)NCc2cccs2)ccc1[N+](=O)[O-],4%,72%[activator],-6%,-5%,2%,-5%
C=CCNC(=S)NN=C1CCCCCCC1,-3%,8.3µM*,4%,-93%[5.75 µM],-30%,6%
CC(C)(O)C#Cc1ccc(C(=O)N2CCC(C(N)=O)(N3CCCCC3)CC2)cc1,1%,-7%,4%,-3%,0%,4%
CCCOc1ccc(-c2c(C(=O)N/N=C(\C)c3ccco3)nnn2-c2nonc2N)cc1,-10%,-7%,-14%,78%[activator],2%,-2%
Cc1cc(F)ccc1NC(=S)NC1CCCC1,-1%,?,-13%,-11%,-6%,3%
O=C(CC1C(=O)NCCN1Cc1ccc(-c2ccccc2)cc1)NCC1CCOCC1 (configuration not stated),-1%,-17%,10%,?,-28%,2%
O=C(CSc1ccccn1)Nc1ccc2c(c1)OCO2,1%,47%[activator],-12%,55%[activator],-29%,1%
CCOc1ncccc1C(=O)Nc1ccc(F)cc1,3%,4%,-10%,-3%,-4%,0%
C(=N\Nc1nc2ccccc2[nH]1)/c1cccc2cccnc12,-3%,1.7µM*,4µM*,1.7µM*,-4%,-4%
CCOC(=O)c1ccc(NCC(O)COc2ccccc2)cc1 (configuration not stated),0%,-6%,?,-20%,-13%,1%
CCOC(=O)c1cnn(CCOC(=O)c2ccccc2F)c1NC(=O)c1ccccc1F,3%,1%,14%,33%[activator],-10%,1%
COc1ccc(CNC(=S)Nc2ccccc2C)cc1,-2%,-9%,-8%,·,-23%,6%
Cc1ccc(-c2cc(C(F)(F)F)nn2-c2ccc(S(N)(=O)=O)cc2)cc1,-1%,15µM*,?,5.9µM*,1%,-1%
CN1C(=S)N(c2ccccc2)C(=O)/C1=C/c1ccco1,-1%,13%,-5%,-11%,?,-2%
CC(NC(=O)COC(=O)CNC(=O)c1ccccc1Cl)C1CC2CCC1C2 (configuration not stated),1%,-29%,15%,-20%,1%,·
O=C(Oc1oc(-c2ccco2)nc1C=Nc1ccc(Cl)cc1)c1ccco1,-8%,42%[activator],13%,214%[activator],?,6%
CC1CCCC(NC(=O)Cn2cc(C(F)(F)F)cc(Cl)c2=O)C1C (configuration not stated),-1%,?,-5%,?,-20%,·
C/C(=N/NC(=O)CNC(=O)c1ccccn1)c1cccc([N+](=O)[O-])c1,-2%,13%,-1%,20%,20µM*,-4%
N#C/C(=C\c1cn(-c2ccccc2)nc1-c1cc2ccccc2o1)c1nc2ccccc2[nH]1,6%,1µM*,3%,0.66µM*,3%,0%
CCOc1ccccc1N1CCN(C(=O)C2c3ccccc3Oc3ccccc32)CC1,-1%,-12%,?,139%[activator],-1%,3%

# Compound profiles, as listed above. Screens in order: Tb PYK inh | Pf growth 48h | HCV inh | Pf growth 96h | Sm TGR block | LmPK inh
# CCOC(=O)c1ccc(NCC(O)COc2ccccc2)cc1 (configuration not stated) across the screens: 0% | -6% | ? | -20% | -13% | 1%
# COc1ccc(CNC(=S)Nc2ccccc2C)cc1 across the screens: -2% | -9% | -8% | · | -23% | 6%
# CN1C(=S)N(c2ccccc2)C(=O)/C1=C/c1ccco1 across the screens: -1% | 13% | -5% | -11% | ? | -2%
# C/C(=N/NC(=O)CNC(=O)c1ccccn1)c1cccc([N+](=O)[O-])c1 across the screens: -2% | 13% | -1% | 20% | 20µM* | -4%
# CCOc1ccccc1N1CCN(C(=O)C2c3ccccc3Oc3ccccc32)CC1 across the screens: -1% | -12% | ? | 139%[activator] | -1% | 3%

# Compounds listed so far that contain an aryl methoxy group:
SMILES,Tb PYK inh,Pf growth 48h,HCV inh,Pf growth 96h,Sm TGR block,LmPK inh
COc1ccc(-n2nc3c(N4CCC(C(=O)NCCc5ccccc5C)CC4)nnc(C)c3c2C)cc1,8%,-11%,?,-1%,1%,-3%
COc1cccc(NC(=O)N2CCOCC2)c1,-8%,20%,8%,7%,2%,-4%
COc1ccc(/C=C/C(=O)Nc2ccc(S(=O)(=O)Nc3onc(C)c3C)cc2)cc1OC,0%,?,-5%,?,-23%,-3%
COCCNC(=O)c1ccc(N2CC3CC(C2)c2cccc(=O)n2C3)c(NC(=O)c2cc(OC)cc(OC)c2)c1 (configuration not stated),6%,5%,14%,14%,-12%,1%
COc1ccc(CNC(=S)Nc2ccccc2C)cc1,-2%,-9%,-8%,·,-23%,6%

# Carrying on.
SMILES,Tb PYK inh,Pf growth 48h,HCV inh,Pf growth 96h,Sm TGR block,LmPK inh
O=C(C[n+]1cccc(C(=O)N/N=C/c2cccc([N+](=O)[O-])c2)c1)c1ccccc1,-4%,4%,?,?,0%,·
O=C(NCc1cccs1)C1CCN(S(=O)(=O)c2ccc(Cl)cc2)CC1,2%,1.9µM*,-20%,?,34%,2%
C[C@@H]1CC[C@@]23COC(=O)C2=CCC[C@@H]3[C@@]1(C)CC/C(=C/CO)CO,4%,?,?,?,-20%,·
COC(=O)c1cc(S(=O)(=O)Nc2ccsc2C(=O)OC)oc1C,0%,-8%,-1%,-9%,4%,2%
COc1ccccc1C(=O)C1CCCN(C(=O)CN2CCCCC2=O)C1 (configuration not stated),-1%,57%[activator],9%,?,3%,-3%
CC(C)c1ccc(NC2CCCN(C(=O)CCc3cn[nH]c3)C2)cc1 (configuration not stated),-1%,0%,10%,?,?,-8%
COc1ccc(CC(=O)Nc2nc3ccc(F)cc3s2)cc1S(=O)(=O)N1CCOCC1,-11%,?,13µM*,6.6µM*,0%,2%
CN=C(Nc1cccc(OC)c1)SC1CC(=O)N(c2ccc(C(=O)O)cc2)C1=O (configuration not stated),-3%,-2%,6%,10%,2%,0%
COC(=O)C1C(O)C(C)C(O)C(C)(O)/C=C\C=C(/C)C(=O)Nc2c(C)c(OC(C)=O)c3c(c2O)C(=O)C(C)=C2OCOC(=C23)/C(C)=C/C(C)(O)C(O)C(C)C1O (configuration not stated),0%,2.9µM*,-1%,?,?,-5%
Cc1cc(C)cc(OCC(=O)Nc2ccc(F)cc2)c1,?,?,?,-64%,1%,6%
COc1cccc(/C=C/C(=O)OCC(=O)NCC2CCCCC2)c1OC,2%,-2%,2%,19%,-4%,·
COC(=O)c1cn(NC(=O)Cn2nc([N+](=O)[O-])c(Br)c2C)c(=O)c2ccccc12,-1%,16%,-5%,9%,9%,7%
COc1ccccc1NC(=S)N(Cc1ccco1)Cc1cc2cc(C)cc(C)c2[nH]c1=O,-2%,3.3µM*,?,-17%,-4%,1%
Cc1cc(C(C)(C)C)ccc1OC(=O)C1=CC=CN2CCS(=O)(=O)N=C12,2%,6%,5%,-4%,-15%,·
CCCn1c(=O)c(C(=O)NCc2ccccn2)c(O)c2ccccc21,-7%,-1%,?,5%,9%,-5%
O=C(CCSCCc1ccccn1)Nc1ccc(Br)cn1,-2%,·,-3%,11%,-16%,4%
CC(C)CC(=O)NS(=O)(=O)c1ccc(N)cc1,4%,27%,1%,5%,0%,4%
COc1ccc2oc(C(=O)OCC(=O)Nc3ccccc3)c(C)c2c1,0%,21%,23%,0%,-22%,-2%
COc1ccc(N(C(C)C(=O)N(C)Cc2ccccc2)S(C)(=O)=O)cc1 (configuration not stated),9%,-15%,6%,?,-16%,1%
O=C(CSc1ccccc1)Nc1ccc2c(c1)OCCO2,0%,298%[activator],18%,8.3µM*,?,-9%

# Screening results from PubChem.
